DAX1 inh-1 = DAX1 (NR0B1) inhibitors, primary screen, cell-based, HEK293, Gal4-DAX1, luciferase luminescence. Nuclear receptor subfamily 0 group B member 1 (Homo sapiens), P51843. HEK293 Gal4-DAX1 luciferase reporter. inhibition, % at 6.75 µM. 340,000 tested, 0.99% active. AID 504766, 2011;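 active = inhibition above the mean over all tested compounds plus 3 SD, cut at about 4.2% in these data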;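 also: 0% = DAX1-transfected cells with DMSO and 100% = empty-vector control cells with DMSO; inhibition shows as a rise in luminescence from relieved DAX1 repression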
Target sequence (P51843 207-470 limits assumed): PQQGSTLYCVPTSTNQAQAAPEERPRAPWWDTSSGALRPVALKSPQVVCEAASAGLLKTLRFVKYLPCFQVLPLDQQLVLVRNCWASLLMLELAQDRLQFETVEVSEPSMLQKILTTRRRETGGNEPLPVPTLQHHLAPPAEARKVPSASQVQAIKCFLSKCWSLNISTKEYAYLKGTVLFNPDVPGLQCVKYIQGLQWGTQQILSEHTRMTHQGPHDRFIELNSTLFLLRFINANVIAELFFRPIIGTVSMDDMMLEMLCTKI
SMARCA2 activ = SMARCA2 (BRM) function activators, primary screen, cell-based, luminescence, high throughput | MG213 cells, MMTV-luciferase reporter, dexamethasone, overnight | activation, % at 9.1 µM | 370,000 tested, 1% active; in the data active = activation above about 7.8%;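 also: 0% = vehicle wells and 100% = reference activator wells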
DAX1 inh-2 = DAX1 (NR0B1) inhibitors on StAR promoter, primary screen, cell-based, luminescence, SF-1 (NR5A1), full-length DAX-1. 370,000 tested, 1.1% active. HEK293T StAR-luciferase reporter, SF-1/DAX-1 repression relief. inhibition, % at 6.8 µM. AID 652010, 2013;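 active = inhibition above the mean over all tested compounds plus 3 SD, cut at about 3.6% in these data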;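 also: 0% = DAX-1 cells with DMSO and 100% = cells lacking DAX-1 with DMSO; higher inhibition means more luminescence from relief of DAX-1 repression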
GAA850 FXN act = FXN promoter activators, primary screen, cell-based, luciferase luminescence, HEK293 lucGAA850. HEK293 lucGAA850 FXN promoter luciferase reporter, 24 h; percent of 10 µM SAHA response. activation, % at 6 µM. 360,000 tested, 0.56% active. AID 540364, 2011;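 active = activation above the average of all compounds screened plus 3 SD, cutoff fixed separately per campaign, cut at about 7.5% in these data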;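 also: 0% = DMSO wells and 100% = 10 µM SAHA wells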
ssDAF12 agonist = S. stercoralis DAF-12 nuclear receptor activators, primary screen, cell-based, luminescence, HEK293, GRIP1 co-expression, lit1-tk-luc; Nuclear hormone receptor DAF-12 (Strongyloides stercoralis); HEK293 ssDAF-12/GRIP1 lit1-tk-luc reporter; % of 3 µM dafachronic acid response; activation, % at 6.8 µM; 370,000 tested, 1% active; AID 652126, 2013;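 active = activation above the mean over all tested compounds plus 3 SD, cut at about 0.9% in these data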;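 also: 0% = DMSO-only wells and 100% = 3 µM delta7-dafachronic acid wells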
NPR1 activator = GC-A stimulated cGMP production enhancers – HEK293 GC-A cells, cGMP TR-FRET, EC30 ANP, primary screen; Atrial natriuretic peptide receptor 1 (Homo sapiens), P16066; 0% at EC30 ANP, 100% saturating ANP; activation, % at 10 µM; 370,000 tested, 0.14% active; AID 1671463, 2021; in the data active = activation above about 40%
ADAM10 inh = human ADAM10 inhibitors, primary screen, biochemical, QFRET, HTS. 370,000 tested, 0.62% active. AID 720582, 2013. Disintegrin and metalloproteinase domain-containing protein 10 (Homo sapiens), O14672. recombinant ADAM10, EDANS/DABCYL FRET peptide cleavage, 3 h. inhibition, % at 7 µM;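 active = inhibition above a per-campaign cutoff equal to the mean of compounds falling between control-based bounds plus 3 SD, cut at about 20% in these data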;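 also: 0% = DMSO wells while the 100% control is not disclosed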
GC-B act = human GC-B receptor activators, primary screen, HEK293 GC-B cells, cGMP TR-FRET, EC30 CNP. Atrial natriuretic peptide receptor 2 (Homo sapiens), P20594. 0% at EC30 CNP, 100% saturating CNP. activation, % at 10 µM. 370,000 tested, 0.11% active;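 active = activation at 10 µM reaching about 35% in either raw or pattern-adjusted values, limit read from the data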
HGIII-sPLA2 inh = human group III sPLA2 inhibitors, primary screen, biochemical, QFRET, BODIPY PC-A2 liposome substrate. 370,000 tested, 0.56% active. AID 743126, 2013. Group 3 secretory phospholipase A2 (Homo sapiens), Q9NZ20. inhibition, % at 12.2 µM. QFRET BODIPY PC-A2 liposome hydrolysis, fluorescence;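 active = inhibition above mean plus 3 SD of compounds lying within the high and low control bounds, cut at about 19% in these data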;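 also: 0% = median of test compound wells and 100% = no enzyme DMSO wells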
Target sequence (Q9NZ20 whole entry, looked up): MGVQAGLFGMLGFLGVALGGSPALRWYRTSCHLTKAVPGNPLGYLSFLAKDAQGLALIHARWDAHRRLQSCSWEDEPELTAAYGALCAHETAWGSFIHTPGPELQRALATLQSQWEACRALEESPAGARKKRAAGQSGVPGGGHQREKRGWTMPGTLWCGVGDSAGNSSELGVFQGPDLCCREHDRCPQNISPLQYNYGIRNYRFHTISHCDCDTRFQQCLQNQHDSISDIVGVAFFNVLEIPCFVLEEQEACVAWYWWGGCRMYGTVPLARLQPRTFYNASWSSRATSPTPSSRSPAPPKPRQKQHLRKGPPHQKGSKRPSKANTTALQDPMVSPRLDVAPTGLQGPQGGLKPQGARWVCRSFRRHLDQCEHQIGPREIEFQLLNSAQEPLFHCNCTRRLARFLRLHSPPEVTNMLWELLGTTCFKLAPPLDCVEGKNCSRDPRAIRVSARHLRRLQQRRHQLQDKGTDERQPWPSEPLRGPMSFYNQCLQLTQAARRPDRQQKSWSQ
hcDAF12 agonist = H. contortus DAF-12 nuclear receptor activators, primary screen, cell-based, luminescence, HEK293, lit1-tk-luc reporter; HEK293 hcDAF-12 lit1-tk-luc reporter; 0% DMSO, 100% Δ7-dafachronic acid; activation, % at 6.8 µM; 370,000 tested, 1.4% active; AID 652067, 2013;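 active = activation above the mean of all tested compounds plus 3 SD, cut at about 5.5% in these data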;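 also: 100% = response to 3 µM Δ7-dafachronic acid high control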
hgDAF12 agonist = H. glycines DAF-12 receptor agonists, primary screen, cell-based, luminescence, HEK293, GAL4 fusion, UAS-luciferase; HEK293 GAL4-hgDAF12 UAS-luciferase reporter, agonist luminescence; normalized to butyrate control; 370,000 tested, 1.8% active; activation, % at 6.8 µM; Nuclear hormone receptor DAF-12 (Heterodera glycines), GAL4 fusion; AID 687014, 2013;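 active = activation above a cutoff set at the mean of all screened compounds plus 3 SD, cut at about 10% in these data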;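 also: 0% = DMSO wells and 100% = sodium butyrate wells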
The depositor's hits bear a star; . = not tested or not shown. An unsorted share of the library; about 6.6% have a hit in one of these screens.

SMILES | DAX1 inh-1 | SMARCA2 activ | DAX1 inh-2 | GAA850 FXN act | ssDAF12 agonist | NPR1 activator | ADAM10 inh | GC-B act | HGIII-sPLA2 inh | hcDAF12 agonist | hgDAF12 agonist
O=C(C[n+]1cccc(CO)c1)Nc1nc2ccccc2s1 | 3.4 | 4.5 | 0.2 | 1.6 | -0.7 | -0.9 | 1.3 | 3.7 | -3.6 | 2.6 | 1.4
Cc1occc1C(=O)Nc1c(F)cc(F)cc1Br | 3.1 | 0.5 | -0.4 | -1.2 | -1.8 | 1.0 | -0.9 | -5.1 | -0.2 | -0.9 | -0.3
NC(=NCCc1c[nH]c2ccccc12)NS(=O)(=O)c1ccc(F)cc1 | -1.9 | -3.2 | -1.9 | 2.1 | -0.7 | -2.5 | 0.4 | 0.5 | -72.0 | 1.1 | -3.3
COc1ccc(-n2c(CCc3ccccc3)nnc2SCC(=O)c2ccc(Cl)cc2)cc1 | 0.5 | -0.3 | -0.5 | 0.8 | -1.0 | -9.9 | 4.8 | -2.6 | -29.9 | -2.9 | 1.5
CCCCN(CC)C(=O)c1cc2c(=O)[nH]c3ccc(C)cc3c2s1 | 0.0 | -2.0 | 0.1 | -2.9 | -1.2 | 13.7 | -97.8 | 6.4 | -0.7 | -0.8 | -2.2
CC(C)(C)OC(=O)/C=C/[C@@H](CC1CCCC1)Sc1ccc(C(C)(C)C)cc1 | . | 0.5 | 0.2 | . | -1.2 | -0.9 | 0.9 | 2.4 | 6.0 | 1.1 | -0.5
CC(C)(C)NS(=O)(=O)c1ccc(OCC(=O)NCc2ccco2)cc1 | 0.8 | 1.7 | -1.0 | 1.3 | -1.2 | 1.4 | 5.3 | 1.9 | -5.1 | 0.2 | -0.5
COc1ccc(CCC(=O)N(C)CC(=O)Nc2ccc(Cl)c(C(F)(F)F)c2)cc1 | -0.2 | 0.9 | -0.5 | -2.4 | -0.2 | 0.6 | 19.1 | -1.9 | -8.9 | -0.5 | -1.3
COc1ccc(OC)c(C2=NO[C@@](CC(=O)O)(C(=O)Nc3ccc4c(c3)OCCO4)C2)c1 | -0.7 | 2.0 | -0.7 | -4.1 | -0.5 | 1.6 | -24.8 | 6.4 | 2.6 | -0.8 | 5.8
Cc1cc(C)cc(N(C(=O)c2csnn2)C(C(=O)NC(C)(C)C)c2cccs2)c1 (centres undefined) | -1.4 | -2.9 | -0.7 | -2.8 | -1.2 | -23.4 | 3.2 | -6.1 | 1.4 | -0.6 | 1.6
CCOC(=O)[C@]12CCC=C1N(Cc1ccc(Cl)cc1Cl)C(=O)[C@H](CC(=O)N1CCSCC1)C2 | . | -6.7 | 0.3 | . | -0.9 | -11.3 | 3.2 | -4.8 | 1.7 | -0.6 | -0.7
Cc1ccccc1NC(=O)c1ccccc1 | 0.7 | -0.9 | -0.1 | -1.9 | -1.2 | 3.4 | -1.9 | 5.2 | 4.5 | -0.9 | 2.5
CCOC(=O)C1(C)CCN1C(=O)c1ccc(C#N)cc1 (centres undefined) | . | -1.8 | 0.8 | -0.6 | -0.9 | 2.1 | -4.1 | 4.2 | 1.2 | -0.6 | -0.1
O=C(CCNC(=O)C1CCN(S(=O)(=O)c2ccccc2)CC1)NCc1ccccn1 | 0.9 | 0.6 | 0.1 | 0.4 | -0.6 | -0.5 | -5.2 | 0.7 | -3.1 | -1.3 | 1.9
CC1(C(=O)NS(=O)(=O)C2CC2)CCN(C(=O)c2ccc(F)cc2Cl)C1 (centres undefined) | . | -2.3 | 0.2 | 1.6 | -0.6 | 1.1 | -4.5 | -0.2 | 2.0 | 2.7 | -2.0
O=C(CNc1cccc(C(F)(F)F)c1)N/N=C/c1cccc(Br)c1 | -0.7 | 0.6 | 0.0 | -0.8 | 0.3 | 1.1 | 8.0 | 1.3 | -1.3 | -0.7 | 2.4
C=CCn1c(CCNC(=O)c2cccs2)nnc1SCC(=O)Nc1cccc(F)c1 | 0.2 | -2.3 | -0.5 | 0.7 | -1.6 | -5.4 | -3.3 | -4.4 | -4.6 | 0.9 | -5.1
Nc1nnc(SCCCOc2ccc(F)cc2)s1 | 0.2 | -1.5 | 2.2 | 1.2 | -1.1 | 7.2 | -5.1 | 0.9 | 3.3 | -1.6 | 0.7
COc1cccc(C2=CC(c3cc(OC)ccc3OC)n3nnnc3N2)c1 (centres undefined) | -0.7 | 0.0 | -1.4 | -3.5 | -1.6 | 1.4 | -0.3 | -13.7 | -15.8 | -3.3 | 1.7
Cc1nn(CC(=O)OCC(=O)NC(C)c2ccccc2)c(C)c1[N+](=O)[O-] (centres undefined) | 0.9 | -0.2 | 0.1 | 3.0 | -1.2 | -0.8 | 1.8 | 0.8 | 2.0 | -1.6 | -2.5
CC1CC(=O)Nc2ccccc2N1S(=O)(=O)c1ccc(Cl)cc1 (centres undefined) | 2.5 | -2.1 | 0.6 | 1.1 | -0.9 | -2.5 | 4.2 | -3.3 | 5.7 | -1.1 | 1.4
COc1cc(NC(C(=O)Nc2cccc(C(C)=O)c2)c2ccccc2)cc(OC)c1OC (centres undefined) | -0.5 | -2.6 | 0.4 | 3.6 | -0.5 | -4.3 | -3.8 | 0.2 | -8.0 | 0.6 | -0.6
C/C(=N\OC(=O)c1ccc(F)cc1)c1nccs1 | 1.4 | 3.6 | -0.2 | 2.1 | 1.1* | 9.1 | -10.6 | -2.8 | 2.5 | 1.6 | 1.8
CCc1nc2c(OCc3ccccc3)cccn2c1N(C)C(=O)c1ccco1 | . | 0.6 | -0.1 | -0.5 | -1.8 | -0.9 | 2.7 | 3.5 | -2.6 | -0.8 | 0.4
COc1cccc2sc(NN)nc12 | -0.2 | -1.3 | 2.2 | 3.5 | -1.5 | 4.4 | -23.6 | 3.0 | 12.4 | 0.8 | -0.7
Nc1cc(C(=O)c2ccccc2)ccc1N1CCOCC1 | 1.0 | -1.5 | 0.9 | 3.0 | -0.4 | 4.7 | 3.7 | 1.9 | -2.3 | 0.8 | 1.3
CCCC1SCC(C)(C)NC1=O (centres undefined) | 0.2 | -1.1 | 1.3 | 1.1 | -0.6 | 2.5 | -10.4 | 1.3 | -1.2 | 3.1 | 0.8
O=C(CNS(=O)(=O)/C=C/c1ccccc1)OC1CCOC1=O (centres undefined) | -0.2 | 0.1 | -0.3 | 0.7 | -0.7 | 1.5 | 4.3 | 2.0 | -2.0 | 0.6 | -0.3
CCOC(=O)NC(=O)CN1C(=O)NC2(CCc3ccccc32)C1=O (centres undefined) | -0.4 | -1.7 | -0.1 | -1.1 | -1.0 | 0.8 | 4.1 | 3.1 | 4.1 | 1.0 | -0.6
CCOc1ccc(S(=O)(=O)N(CC)CC(=O)N2CCCC2)cc1 | 1.2 | 3.2 | 0.1 | -0.4 | -1.0 | 4.3 | -5.2 | 5.0 | 0.1 | -1.0 | 2.0
CN(C)C(=O)CSc1nnc(CCNC(=O)OC(C)(C)C)o1 | 0.8 | -1.2 | -0.2 | -2.2 | -1.1 | 3.0 | 1.5 | 4.5 | 0.8 | -0.6 | 1.0
O=C(NC(=S)Nn1cnc2c(cnn2-c2ccccc2)c1=O)c1ccccc1 | -0.4 | -2.7 | 1.1 | -2.8 | -0.4 | 8.8 | -15.2 | -2.1 | 14.3 | 2.0 | -0.6
O=C(COC(=O)c1ccc(Sc2ncn[nH]2)c([N+](=O)[O-])c1)Nc1cccc(Cl)c1F | . | -1.4 | -0.7 | . | -1.1 | -1.2 | 10.0 | -4.4 | -30.2 | 1.9 | -0.2
Cn1c(SCC(=O)Nc2ccc(Cl)cc2)nc(O)cc1=O | 2.4 | -5.2 | -0.4 | -1.4 | -1.0 | 0.7 | 9.4 | -0.6 | 4.3 | 0.7 | 0.8
CCN(CC)S(=O)(=O)c1ccc(N2CCOCC2)c(NC(=O)c2[nH]c(C)c(C(C)=O)c2C)c1 | 1.2 | -4.5 | -0.8 | 1.8 | -0.6 | 3.6 | 1.0 | 7.7 | -0.7 | 3.4 | -4.9
COc1ccccc1-c1nnc(SCCN2CCOCC2)n1-c1ccc(C)cc1 | -1.2 | -0.9 | 0.6 | -2.4 | -0.6 | -13.1 | 4.0 | -6.0 | 2.0 | 1.0 | 0.9
O=C(C1=C[C@@H](c2ccc(Br)cc2)C[C@@H](OCCCCO)O1)N1CCN(Cc2ccccc2)CC1 | -0.2 | -1.8 | -0.6 | 2.5 | -1.8 | 1.1 | 7.6 | -1.4 | -19.0 | -0.4 | -6.2
CSc1nc2sc3c(c2c2nnnn12)CCCC3 | 1.4 | -0.3 | -0.2 | 0.3 | -1.9 | -3.0 | -21.7 | -10.9 | -1.3 | -2.2 | 5.4
COc1cc(/C=N/NC(=O)CCn2nnc3ccccc32)ccc1O | -0.1 | -0.7 | -0.4 | -1.4 | -1.6 | -1.7 | -16.8 | 1.8 | 0.3 | -1.0 | -0.1
COc1ccc(NC(=O)c2oc3cc(C)c(C)cc3c2C)c(OC)c1 | 0.3 | 0.1 | -0.3 | -0.7 | -1.4 | -8.0 | 3.1 | 1.9 | -4.7 | -1.0 | -0.4
CC(CCc1ccccc1)NC(=O)CSc1ccccc1 (centres undefined) | -0.3 | 1.0 | -0.1 | 1.9 | -1.5 | 3.0 | -2.7 | -3.1 | -3.4 | -0.8 | 1.7
CC(C)CCn1nnnc1C(c1ccc(F)cc1)N1CCN(C(=O)c2ccco2)CC1 (centres undefined) | -0.2 | -1.1 | -0.5 | -0.1 | -1.7 | -1.6 | 3.5 | 9.8 | -4.2 | -1.3 | 0.1

Compound activity: PubChem BioAssay, several laboratories
